E-sel inducer = induces E-selectin expression in human endothelial cells; P16581; HUVEC E-selectin immunofluorescence imaging; normalized: neutral wells 0, TNF-alpha wells 100; activation, % at 7.58 µM; 260,000 tested, 0.37% active; AID 686992;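 active means mean E-selectin-positive cell signal at least 10% of the positive control, reached in at least 60% of replicates, without over 20% cell loss; inconclusive means no rule given, readout overlaps actives, possibly toxicity-flagged; inactive means the rest, including those meeting only one limit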;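 further: in these data hits start at about 27%; measured in HUVEC primary endothelial cells; signal is the percent of cells scored E-selectin positive by PE staining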
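material = human umbilical vein endothelial cells (HUVEC), E-selectin induction | quantity = 3,000 cells/well | medium = EGM-2 growth medium on 0.1% gelatin-coated wells | technique = immunofluorescence imaging | read-out basis = % PE-positive cells | control set = TNF-alpha positive control, DMSO neutral control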
DENV2 CPE rescue = DENV2-induced cell death inhibition; DENV2-infected cells, cytopathic effect rescue, plate reader; CPE inhibition, % at 9.99 µM; 350,000 tested, 1.7% active; in the data active means CPE inhibition above about 20%, passing the limit was not always enough; inconclusive means no clear call, values can overlap the other calls; tested in BHK-21 cells;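 further: 0% = median of neutral control wells and 100% = median of positive control wells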
ERp5 block = ERp5 (human) disulfide isomerase inhibition. Q15084. ERp5 insulin aggregation, absorbance 650 nm, 90 min. inhibition, % at 9.99 µM. 350,000 tested, 0.05% active. AID 651711;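 active means mean replicate inhibition above about 25%, with every replicate also reaching it, limit read from the data, passing the limit was not always enough; inconclusive means only one of those two criteria met; inactive means neither criterion met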
Target sequence (Q15084 whole entry, looked up): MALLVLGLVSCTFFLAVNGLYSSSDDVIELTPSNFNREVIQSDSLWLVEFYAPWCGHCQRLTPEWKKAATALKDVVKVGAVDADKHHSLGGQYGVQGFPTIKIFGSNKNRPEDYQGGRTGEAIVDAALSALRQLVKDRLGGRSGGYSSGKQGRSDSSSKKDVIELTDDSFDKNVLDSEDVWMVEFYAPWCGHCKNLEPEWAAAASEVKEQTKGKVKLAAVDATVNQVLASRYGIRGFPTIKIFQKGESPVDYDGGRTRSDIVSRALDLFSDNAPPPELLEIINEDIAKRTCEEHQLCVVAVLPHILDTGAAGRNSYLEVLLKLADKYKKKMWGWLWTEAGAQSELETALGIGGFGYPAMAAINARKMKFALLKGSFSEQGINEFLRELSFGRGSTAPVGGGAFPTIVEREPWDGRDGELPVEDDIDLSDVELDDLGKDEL
SIRT5 block = inhibitors of human sirtuin-5 desuccinylase. Q9NXA8. Purified SirT5, succinyl-peptide AMC, trypsin-coupled fluorescence. inhibition, % at 15 µM. 330,000 tested, 1.1% active; in the data active means inhibition above about 15%; inconclusive means no clear call, values can overlap the other calls
Target sequence (Q9NXA8 whole entry, looked up): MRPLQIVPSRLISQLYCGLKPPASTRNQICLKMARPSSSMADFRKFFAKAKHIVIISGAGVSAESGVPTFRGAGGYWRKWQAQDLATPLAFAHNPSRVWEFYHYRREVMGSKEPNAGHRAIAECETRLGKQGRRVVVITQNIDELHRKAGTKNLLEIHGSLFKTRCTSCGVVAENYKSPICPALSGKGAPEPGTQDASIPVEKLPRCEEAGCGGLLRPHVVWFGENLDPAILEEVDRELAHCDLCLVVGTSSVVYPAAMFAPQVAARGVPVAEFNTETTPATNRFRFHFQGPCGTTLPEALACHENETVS
C2C12 statin = protects C2C12 myotubes from simvastatin toxicity; 330,000 tested, 0.78% active; rescue of ATP level, % at 7.49 µM; AID 602340; ATP luminescence, 48 h; scaled: DMSO 0, geranylgeraniol control 100;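 active means mean ATP rescue above about 67%, or every replicate alone reaching that limit, limit read from the data, passing the limit was not always enough; inconclusive means no clear call, values can overlap the other calls; inactive means mean under the limit and some replicate under it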;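 further: myotubes were challenged with 10 µM simvastatin during compound exposure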
S100A4 inh HTS = S100A4-myosin IIA interaction inhibition; inhibition, % at 10.7 µM; 360,000 tested, 0.14% active; P26447; S100A4/TAMRA-MyoIIA peptide fluorescence polarization;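 active means mean inhibition of at least 70% across replicates, with every replicate also reaching that level; inconclusive means mean inhibition reaches 70% but some replicates fall short; inactive means mean inhibition below 70%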
Target sequence (P26447 whole entry, looked up): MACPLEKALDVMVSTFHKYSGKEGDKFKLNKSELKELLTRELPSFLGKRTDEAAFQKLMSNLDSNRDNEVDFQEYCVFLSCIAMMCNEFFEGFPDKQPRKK
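Test system: S100A4 monomer protein; Medium: HEPES pH 7.2 with CaCl2, KCl, NaCl, DTT, Triton; Probe or stimulus: TAMRA-labelled myosin IIA heavy-chain peptide probe, 5 nM; Doses: one dose per compound; Times: polarization read 5 min after assay mix addition, stable 5–60 min; Benchmarks: neutral control DMSO, positive control TFP.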
PglD inh = PglD (C. jejuni) enzyme inhibition. purified PglD enzyme, DTNB colorimetric CoA detection. inhibition, % at 12.5 µM. 360,000 tested, 0.098% active. AID 602405; in the data active means inhibition above about 16%, passing the limit was not always enough; inconclusive means no clear call, values can overlap the other calls; further: strong numbers were not always called active
* hit, by the source's call; ? = inconclusive; / = not tested or not shown. The list is partial (hit frequency here may not be typical).

#	molecule	E-sel inducer	DENV2 CPE rescue	ERp5 block	SIRT5 block
1	O=C(OCC(=O)N1CCCC1=O)c1ccc(Cl)cc1[N+](=O)[O-]	-0.6	-6	1	9
2	FC(F)(F)c1ccc(-c2cccc3c2C2CC3CCN2Cc2ccccc2)cc1 (stereo not given)	-0.1	-5	-2	/
3	O=C(O)c1cc(-c2ccccc2Cl)n(-c2ccc(F)cc2)n1	/	-7	-2	-8
4	CCN(c1ccc(NC(=O)c2cccc(S(=O)(=O)N3CCN(C)CC3)c2)cc1)C(C)C	/	6	-5	3
5	CCn1cc(C(=O)NCCCOC(C)C)c(=O)c2cc(S(=O)(=O)N3CCCC3)ccc21	0.2	6	15	-3
6	C[C@@H]1CC=C[C@@H]2[C@H]1C(=O)N(Cc1ccccc1)[C@H]2c1ccccc1Br	0.1	8	-3	-1
7	COC(=O)c1c[nH]n2c(=O)c(C(C)C)c(C)nc12	0.3	/	-4	1
8	CC(NC(=O)CCn1nc(-c2ccc(Cl)cc2)ccc1=O)c1ccccc1 (stereo not given)	0.4	0	6	3
9	CCOC(=O)CNC(=O)N1CCCC(N(C)CCc2ccccc2)C1 (stereo not given)	1.4	6	1	0
10	COc1cccc(NC(=O)C2CC2(c2cccc(OC)c2)c2cccc(OC)c2)c1 (stereo not given)	-1.0	-3	5	-2

#	C2C12 statin	S100A4 inh HTS	PglD inh
1	-5	-4	-3
2	-25	-4	-5
3	2	-7	1
4	-7	-1	3
5	0	-6	-3
6	-7	2	-4
7	0	-1	2
8	/	-5	-1
9	0	-9	1
10	/	5	-2

More entries follow.
#	molecule	E-sel inducer	DENV2 CPE rescue	ERp5 block	SIRT5 block
11	CC1(C(=O)NS(=O)(=O)c2ccc(Cl)cc2)CCN1C(=O)c1ccccc1CCc1ccccc1 (stereo not given)	-0.1	11	-4	1
12	COc1ccc(-n2nc3c(c2NC(=O)c2ccco2)CS(=O)(=O)C3)cc1	/	2	-2	-4
13	C[C@H]1CN([C@@H](C)CO)C(=O)Cc2cc(NC(=O)Nc3ccc4c(c3)OCO4)ccc2O[C@H]1CN(C)Cc1ccc(-c2ccccc2)cc1	/	10	-6	2
14	COc1ccc(CN(C)C[C@@H]2Oc3ccc(NS(=O)(=O)c4ccc(Cl)cc4)cc3CC(=O)N([C@H](C)CO)C[C@@H]2C)cc1	0.1	-6	4	4
15	Cc1noc(C)c1S(=O)(=O)Nc1ccc2c(c1)C(=O)N([C@H](C)CO)C[C@H](C)[C@@H](CN(C)Cc1ccncc1)OCCCC[C@H](C)O2	0.4	-3	-3	8
16	Cc1noc(C)c1NC(=O)N(C)C[C@H]1Oc2ccc(NC(=O)CCN3CCOCC3)cc2C(=O)N([C@@H](C)CO)C[C@H]1C	-3.2	?	-1	3
17	COCCn1c(C)cc(C(=O)CSc2nc(C)c(C)c(C)n2)c1C	-0.8	5	6	-2
18	Cn1cnc2c(NCc3ccco3)ncnc21	/	?	-8	30*
19	O=C(NC1CCCCC1)Oc1cccc2ccccc12	/	-2	1	1
20	Cc1ccc(NC(=O)c2ccc3c(c2)N(CC(=O)NC(C)C)C(=O)C(C)(C)O3)cc1	0.0	-2	3	-2

#	C2C12 statin	S100A4 inh HTS	PglD inh
11	-3	6	3
12	19	-11	7
13	12	11	0
14	30	27	2
15	/	8	0
16	/	4	4
17	/	3	/
18	8	0	-3
19	7	-1	/
20	-4	-3	0

Following part
#	molecule	E-sel inducer	DENV2 CPE rescue	ERp5 block	SIRT5 block
21	C[C@@H]1CN([C@H](C)CO)C(=O)c2cc(NC(=O)Cc3ccccc3)ccc2O[C@@H]1CN(C)Cc1ccc(Oc2ccccc2)cc1	0.0	10	3	11
22	O=C(O)Cc1ccc(NC(=O)c2cccs2)cc1	/	/	0	-1
23	COc1ccccc1CNC(=O)C[C@H]1CC[C@@H]2[C@H](COC[C@H](O)CN2C(=O)Nc2ccc(F)cc2)O1	0.0	-5	-3	2
24	CC(=O)Nc1ccc(NC(=O)CSc2ncc(C(=O)Nc3ccc(F)cc3)c(=O)n2C)cc1	/	30*	7	4
25	Cc1nc2sc3c(c2c(=O)[nH]1)CCCCC3	/	7	1	1
26	O=C(NCc1cccs1)C1CCCN1C(=O)Nc1cccc(F)c1 (stereo not given)	-0.2	-2	2	-4
27	Cc1c(C(=O)Nc2ccccc2)cnn1-c1ccccc1	-0.3	-5	3	-4
28	C[C@@H]1CN([C@H](C)CO)C(=O)c2cc(-c3ccccc3F)cnc2O[C@@H]1CN(C)C(=O)C1CC1	0.1	?	-1	2
29	CCOC(=O)C(=Cc1cn(C)c2ccc(S(=O)(=O)N(C)C)cc12)C(=O)OCC	0.1	/	6	-2
30	Cc1ccc(S(=O)(=O)Nc2ccc3c(c2)CC(=O)N([C@H](C)CO)C[C@H](C)[C@@H](CN(C)C(=O)Nc2c(C)noc2C)O3)cc1	0.0	-4	3	1

#	C2C12 statin	S100A4 inh HTS	PglD inh
21	-4	-12	2
22	4	1	-2
23	-5	2	3
24	/	-2	0
25	6	-12	4
26	-3	-4	-5
27	/	-5	/
28	-128	-2	3
29	5	40	-4
30	-1	6	0

A second format for two compounds above:
24	CC(=O)Nc1ccc(NC(=O)CSc2ncc(C(=O)Nc3ccc(F)cc3)c(=O)n2C)cc1
  E-sel inducer: /; DENV2 CPE rescue: 30*; ERp5 block: 7; SIRT5 block: 4; C2C12 statin: /; S100A4 inh HTS: -2; PglD inh: 0

25	Cc1nc2sc3c(c2c(=O)[nH]1)CCCCC3
  E-sel inducer: /; DENV2 CPE rescue: 7; ERp5 block: 1; SIRT5 block: 1; C2C12 statin: 6; S100A4 inh HTS: -12; PglD inh: 4

(list continues)
#	molecule	E-sel inducer	DENV2 CPE rescue	ERp5 block	SIRT5 block
31	CC(C)=CCc1ccc(O)c(=O)cc1C(C)C	-0.1	0	-3	/
32	Nc1ncnc2c1ncn2[C@@H]1O[C@H](CNCC(O)CO)[C@@H](O)[C@H]1O (stereo not given in full)	0.6	-9	2	-4
33	C[C@H]1CN([C@@H](C)CO)C(=O)c2cc(C#CCc3ccccc3)cnc2O[C@H]1CN(C)C(=O)Cc1cccnc1	0.2	7	-5	1
34	CCOc1cc(/C=N/NC(=O)c2cccnc2)ccc1OCC(=O)N(C)C	/	-6	6	2
35	O=C(Nc1cc(C(F)(F)F)ccc1N1CCOCC1)C1=NN(c2ccccc2)C(=O)CC1	/	-4	-1	1
36	COc1cc2c(cc1NC(=O)COC(=O)/C=C/c1ccccc1)oc1ccccc12	/	-11	-4	-3
37	CCCC(=O)Nc1ccc2c(c1)OC[C@H](C)N(Cc1ccncc1)C[C@H](C)[C@@H](OC)CN(C)C2=O	-0.1	-9	-1	4
38	C[C@@H]1CN([C@@H](C)CO)S(=O)(=O)c2ccc(-c3ccccc3)cc2O[C@H]1CN(C)C(=O)CC1CC1	0.2	-9	4	0
39	C[C@@H]1CCCCO[C@@H](CN(C)Cc2ccc(Cl)c(Cl)c2)[C@H](C)CN([C@H](C)CO)C(=O)c2cc(NC(=O)Nc3cccc4ccccc34)ccc2O1	0.2	-2	4	4
40	Cc1ccc([N+](=O)[O-])cc1NC(=O)C[n+]1ccccc1	-0.1	/	-6	0

#	C2C12 statin	S100A4 inh HTS	PglD inh
31	-19	-1	0
32	0	4	6
33	3	-4	2
34	/	10	/
35	-12	-2	-2
36	/	1	/
37	/	-4	/
38	-50	0	-2
39	/	-5	-2
40	/	2	/

Continuation.
#	molecule	E-sel inducer	DENV2 CPE rescue	ERp5 block	SIRT5 block
41	O=C(O)C1CN(c2nc(Cl)ccc2[N+](=O)[O-])C1	/	2	-2	4
42	CCCCN(C(=O)c1cc2c(s1)CCCCC2)c1c(N)n(CC(C)C)c(=O)[nH]c1=O	-0.8	/	2	-3
43	CC(/C=N/N1CCN(c2ccccn2)CC1)=C\c1ccccc1	/	23*	8	-4
44	COc1ccc(-c2ccc([C@@H]3[C@@H](CO)N(C(=O)C4CCC4)[C@H]3C#N)cc2)cc1	0.1	-11	-6	-6
45	C[C@@H]1CN([C@@H](C)CO)C(=O)Cc2cc(NC(=O)NC3CCCCC3)ccc2O[C@H]1CN(C)CC1CCCCC1	1.5	-15	-2	14
46	Cc1c(C(=O)N2CCOCC2)sc(NC(=O)c2ccc([N+](=O)[O-])cc2)c1C#N	0.4	-2	-1	-2
47	COc1ccccc1-c1noc(CCCC(=O)N2CCOCC2)n1	/	-1	3	-2
48	O=C(NCC[C@@H]1CC[C@H](NS(=O)(=O)c2ccccc2F)[C@@H](CO)O1)c1ccc(F)cc1	0.2	4	-2	2
49	O=C1COc2ccc(S(=O)(=O)NCc3ccc(Cl)cc3)cc2N1	5.8	?	-2	-2
50	O=c1[nH]c(CSc2ncc(C(F)(F)F)cc2Cl)nc2cc(C(F)(F)F)ccc12	13	-6	4	0

#	C2C12 statin	S100A4 inh HTS	PglD inh
41	/	1	/
42	-1	-2	3
43	/	17	-4
44	3	-46	4
45	-9	-2	8
46	-7	-20	-5
47	-3	3	3
48	-11	7	3
49	-11	-4	-5
50	-23	-4	5

Further results:
#	molecule	E-sel inducer	DENV2 CPE rescue	ERp5 block	SIRT5 block
51	O=C(O)CCCN1C(=O)/C(=C\c2ccco2)SC1=S	/	0	4	7
52	COc1ccc(S(=O)(=O)Nc2ccc3c(c2)C(=O)N([C@@H](C)CO)C[C@@H](C)[C@H](CN(C)C(=O)Nc2ccc(C(F)(F)F)cc2)OCCCC[C@H](C)O3)cc1	0.1	16	2	7
53	COc1cc(OC)cc(C(=O)N2CCCC(c3nc(-c4ccc(C)o4)no3)C2)c1 (stereo not given)	/	3	6	-2
54	Cc1noc(C)c1NC(=O)N(C)C[C@H]1Oc2cc(C#CCN(C)C)ccc2S(=O)(=O)N([C@@H](C)CO)C[C@H]1C	1.1	?	1	-3
55	O=C1[C@H]2[C@@H](c3ccc(F)cc3)N3C(=O)N(c4ccccc4)C(=O)[C@@]3(Cc3ccccc3)[C@H]2C(=O)N1C1CCCCC1	-0.1	0	0	-3
56	CC(CC(=O)N(C)CC(=O)Nc1ccc(N2CCOCC2)cc1)c1ccccc1 (stereo not given)	/	-8	4	-6
57	C[C@@H]1CN([C@@H](C)CO)C(=O)c2cc(C#CC3(O)CCCC3)cnc2O[C@@H]1CN(C)S(=O)(=O)c1ccc(F)cc1	0.0	-9	-5	4
58	CCCNC(=O)C1(C)CCCN(Cc2ccc(-c3ccccn3)cc2)C1 (stereo not given)	0.8	5	0	0
59	O=C(NC1CCCCC1)C1(S(=O)(=O)c2ccc(Cl)cc2)CC1	-0.2	-1	1	-5
60	C[C@H]1CCCCO[C@@H](CN(C)CC2CCCCC2)[C@@H](C)CN([C@@H](C)CO)C(=O)c2cc(NC(=O)c3ccccc3)ccc2O1	-0.3	-9	-6	-5
61	Cc1ccc(NC(=O)COC(=O)Cn2c(C)csc2=O)cc1	-2.2	/	/	/
62	CN(C[C@@H]1N[C@H](CO)[C@@H]1c1ccc(-c2cccc(F)c2)cc1)S(C)(=O)=O	-0.1	7	2	5
63	C[C@H]1CN([C@@H](C)CO)C(=O)Cc2cc(N(C)C)ccc2O[C@H]1CN(C)S(=O)(=O)c1ccc(Cl)cc1	/	-7	1	-3

#	C2C12 statin	S100A4 inh HTS	PglD inh
51	/	-23	/
52	/	-5	-3
53	33	-2	-4
54	-3	-20	2
55	16	-6	-6
56	3	-2	3
57	-11	2	1
58	-3	-4	3
59	11	-2	2
60	/	22	0
61	-5	/	-3
62	0	16	2
63	-3	15	-3

Results in sequence from above:
ERp5 block for entries 42–52, in order: 2, 8, -6, -2, -1, 3, -2, -2, 4, 4, 2
SIRT5 block for entries 42–52, in order: -3, -4, -6, 14, -2, -2, 2, -2, 0, 7, 7
